MLL CXXC-DNA inh: qHTS Fluorescence Polarization Assay for Inhibitors of MLL CXXC domain - DNA interaction. Potency, µM (doses to about 115 µM), for inactives: top-dose activity change, negative = inhibition, actives largely listed as inhibitors. AID 2662, 2010. actives 0.037% (n = 290,000). MLL-CXXC / FITC-HOXA9 DNA fluorescence polarization; active = well fitted inhibition curve with a large enough effect in the polarisation, with a control signal flat, not every such curve was filed as active; inconclusive = small, poorly fitted or top-dose-only effect, or effect the other way, or a change in a side signal; inactive = no such curve, though single readings can be large or run the other way; the % refers to the polarisation
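Steps: dispense CXXC domain solution (7 uM) → pin compounds or unlabeled HOX-A9 DNA control → 5 min ambient → add FLSN-HOX-A9 solution (50 nM) → spin → 30 min ambient → fluorescence polarization. Tris pH 7.5/NaCl/DTT/BSA buffer.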
NPC1 prom act: qHTS Assay for NPC1 Promoter Activators; Huh7 NPC1 promoter luciferase reporter, 24 h; Potency, µM (titrated, usually from 9.22 µM), for inactives: at the top dose activation, most hits filed as activators; actives 2.4% (n = 320,000); AID 485313, 2010;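 also: % of control where 0% means no effect; nearly all actives have a fitted effect of over 60% in size; reporter is driven by a mutant NPC1 promoter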
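Readout is luciferase luminescence, reflecting NPC1 promoter activation in stably transfected Huh7 cells after 24 h compound exposure at 37 °C in reduced-serum medium with 10% FBS.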
ELG1 genotoxic: qHTS screen for small molecules that induce genotoxicity in human embryonic kidney (HEK293T) cells expressing luciferase-tagged ELG1. HEK293T ELG1-luciferase reporter, luminescence, 16 h. actives 1.3% (n = 330,000). Potency, µM (titrated, usually from 46 µM), inactives show at the highest dose activity change, positive = activation, actives largely listed as activators; also: % of control where 0% means no effect; nearly all actives have a fitted effect of over 60% in size
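Genotoxicity was scored as increased ELG1-luciferase reporter signal, measured by ONE-Glo luminescence (30 min, room temperature). Compound or vehicle exposure of the HEK293T reporter cells lasted 16 hr at 37°C.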
MBNL1-CUG inh: qHTS Assay for Inhibitors of MBNL1-poly(CUG) RNA binding; Potency, µM (top dose mostly 57.5 µM), inactives show at the top dose activity change, negative = inhibition, actives largely listed as inhibitors; Muscleblind-like protein 1 (Homo sapiens), Q9NR56; actives 0.036% (n = 280,000); TR-FRET MBNL1-His/biotin-(CUG)12 binding, 665/545 ratio; AID 2675, 2010; active = well fitted inhibition curve with a large enough effect in the signal ratio, with a control signal flat, not every such curve was filed as active; inconclusive = small, poorly fitted or top-dose-only effect, or effect the other way, or a change in a side signal; inactive = no such curve, though single readings can be large or run the other way; the % refers to the signal ratio; also: % is scaled to controls: 0 for no effect and ±100 for the full control effect
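Inhibition of protein-RNA binding appears as loss of TR-FRET between terbium anti-His antibody on MBNL1-His and streptavidin-XL665 on biotin-(CUG)12. Activity is normalized to buffer-only and uninhibited-complex controls.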
Rab9 prom act: qHTS Assay for Rab9 Promoter Activators | actives 2.8% (n = 320,000) | Potency, µM (doses to about 9.22 µM), without a hit: at the highest dose activation, negative = inhibition, actives largely listed as activators | Huh7 Rab9 promoter-luciferase reporter, luminescence, 24 h; also: % of control where 0% means no effect; nearly all actives have a fitted effect of over 60% in size
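Measured in stably transfected Huh7 cells bearing a Rab9 promoter–luciferase construct: 24 h compound treatment at 37 °C, followed by luminescence detection.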
Gal4-VP16 FLuc: VP16 counterscreen qHTS for inhibitors of ROR gamma transcriptional activity; AID 2546, 2010; actives 3.5% (n = 310,000); Drosophila S2 Gal4-VP16 UAS-luciferase, luminescence, 20 h; Potency, µM (titrated, usually from 53.6 µM), for inactives: at the highest dose activity, negative = inhibition, usual class: inhibitors;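 also: Gal4-VP16 expression switched on by copper sulfate through the metallothionein promoter; % is scaled to controls: 0 for no effect and ±100 for the full control effect; nearly all actives have a fitted effect of over 50% in size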
uPA surface inh: qHTS for Inhibitors of Cell Surface uPA Generation | cell surface uPA generation assay, qHTS | Potency, µM (titrated, usually from 38.3 µM), for the others: at the top dose activity change, negative = inhibition, usual class: inhibitors | actives 0.31% (n = 330,000) | AID 540303, 2011; active = well fitted inhibition curve with a large enough effect; inconclusive = small, poorly fitted or top-dose-only effect; inactive = no such curve, though single readings can be large or run the other way; tested in mouse RAW 264.7 cells; also: % is scaled to controls: 0 for no effect and ±100 for the full control effect; nearly all actives have a fitted effect of over 55% in size
p53 reactivation: qHTS assay for re-activators of p53 using a Luc reporter. H1299 p53-A138V BP100-luciferase reporter, luminescence, 24 h. actives 0.063% (n = 320,000). Potency, µM (top dose mostly 92.2 µM), without a hit: at the highest dose activity change, positive = activation, actives largely listed as activators; also: % of control where 0% means no effect; nearly all actives have a fitted effect of over 45% in size
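p53-null H1299 cells stably carrying temperature-sensitive p53-A138V and a BP100-luciferase reporter were pinned with compounds (4-point, 1:5 series) and held 24 hrs at 37 deg C. Luminescence was read 10 min after detection reagent.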
RORgamma inh: qHTS for inhibitors of ROR gamma transcriptional activity; Nuclear receptor ROR-gamma (Mus musculus), P51450; Drosophila S2 Gal4-RORgamma UAS-luciferase reporter, 20 h; Potency, µM (doses to about 53.6 µM), inactives show top-dose activity change, negative = inhibition, usual class: inhibitors; actives 5.4% (n = 310,000); AID 2551, 2010; also: % is scaled to controls: 0 for no effect and ±100 for the full control effect; nearly all actives have a fitted effect of over 60% in size
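Using a luciferase readout, inhibitors were identified by reduced reporter activity in Drosophila cells coexpressing a copper-inducible Gal4–ROR gamma fusion and UAS-driven Photinus luciferase, incubated 20 hr after 700 uM copper sulfate.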
BRCA1 expr act: qHTS Assay to Identify Small Molecule Activators of BRCA1 Expression. MCF7-BRCA1-FFLuc reporter, luminescence, 48 h; response scale: scaled: vehicle 0%, 10 µM genistein 100%. Potency, µM (highest dose often 46.1 µM), inactives show at the highest dose activation, hits mostly activators. AID 624202, 2012. actives 1.1% (n = 380,000); also: nearly all actives have a fitted effect of over 80% in size; some results filed as inactive show a strong effect at the top dose
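Cells: MCF7-BRCA1-FFLuc, 2000/well. Exposure: 48 h, 37 °C, 5% CO2. Read: luminescence, 15 min post-substrate. Controls: genistein 10 microM (maximal activation), DMSO (neutral).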
FLuc counter: qHTS profiling assay for firefly luciferase inhibitor/activator using purifed enzyme and Km concentrations of substrates (counterscreen for miR-21 project); Luciferin 4-monooxygenase (Photinus pyralis), P08659; purified FLuc, Km substrates, luminescence inhibition; Potency, µM (top dose mostly 57.5 µM), for the others: at the highest dose activity change, negative = inhibition, most hits filed as inhibitors; actives 6.9% (n = 360,000); AID 588342, 2011;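 also: plate controls were vehicle for no effect and reference inhibitor for full effect; nearly all actives have a fitted effect of over 55% in size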
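Purified P. pyralis luciferase (10nM final) with 10uM D-luciferin and 10uM ATP (Km levels) in 50mM Tris acetate pH 7.5, 10mM Mg acetate, 0.01% Tween-20, 0.05% BSA; qHTS 6-point titration, ~60 µM downward; luminescence read.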
Active calls of the source: *; u = inconclusive; x = no result given; & = joins results of further samples; [ ] = another dose, or the depositor's remark. Unless noted, calls follow the shape of the dose curve; as a rule, active = well fitted curve in the direction sought with a large enough effect; inconclusive = small, poorly fitted or top-dose-only effect, or another doubt; inactive = no such curve, though single readings can be large; an effect the other way counts as inactive or inconclusive. Potency is read from the fitted curve at half-maximal effect. Only part of the results is shown; rates above refer to the full screens.

No.	molecule	MLL CXXC-DNA inh	NPC1 prom act	ELG1 genotoxic	MBNL1-CUG inh	Rab9 prom act	Gal4-VP16 FLuc	uPA surface inh	p53 reactivation	RORgamma inh	BRCA1 expr act	FLuc counter
1	CC#CCNCc1ccccc1	1%	-2%	0%	3%	-8%	-5%	-1%	-6%	10%	3%	-1%
2	O=C(COC(=O)/C=C/c1cccs1)Nc1nc(-c2ccccc2)cs1	-6%	1%	12%	x	2%	u	-14%	u	u	17%	-14%
3	COC(=O)c1ccc(C(=O)OC)c(NC(=O)CN(c2ccc3c(c2)OCO3)S(C)(=O)=O)c1	-2%	-1%	-5%	1%	-4%	2%	x	1%	7%	-3%	1%
4	CN1CCN(S(=O)(=O)c2cccc(S(=O)(=O)c3cccc(S(=O)(=O)N4CCN(C)CC4)c3)c2)CC1	-12%	-2%	1%	-5%	-1%	-1%	0%	-4%	-7%	-3%	2%
5	O=C(COC(=O)c1ccccc1NC(=O)c1ccco1)Nc1ccc2c(c1)OC(F)(F)O2	5%	1%	-3%	-1%	0%	7%	x	-1%	31%	4%	5%
6	CCn1c(SCC(=O)Nc2ccc3c(c2)n(C)c(=O)n3C)nnc1-c1ccncc1	5%	3%	-7%	-7%	0%	5%	1%	-6%	-9%	-12%	-5%
7	Cc1cc(C)cc(NC(=S)N2CCC(c3nc4ccccc4s3)CC2)c1	16%	-10%	-3%	-8%	2%	11µM*	8%	0%	4.5µM*	-12%	6%
8	COc1ccc2c(c1)C(c1ccc(C)o1)=NNC(c1ccccc1)=N2	-2%	0%	2%	7%	9%	-18%	-27%	-1%	-14%	-4%	-16%
9	O=S(=O)(Nc1ccc2c(c1)OCCO2)c1cnc[nH]1	-2%	1%	8%	7%	-2%	17%	1%	6%	-23%	-5%	-9%
10	CC(=O)NC(Cc1ccc(F)cc1)C(=O)NC1CCN(C(=O)Nc2ccc(F)cc2)CC1 (stereo not drawn)	7%	3%	-5%	0%	0%	-13%	3%	-3%	-2%	-20%	1%
11	Cc1cc(Cl)ccc1OCC(=O)n1cc(C(=O)c2cc(Cl)ccc2O)cn1	10%	-6%	-18%	-6%	3%	8%	x	0%	-15%	x	-13%
12	CC(C)(C)OC(=O)[C@H](Cc1ccccc1)NC(=O)c1[nH]cnc1C(=O)Nc1ccc(Cl)cc1	0%	1%	-7%	-2%	-3%	8.9µM*	-25%	-4%	4µM*	-92%	0%
13	O=C(O)CC(CC(=O)O)(C(=O)O)c1ccccc1	9%	2%	-3%	-5%	0%	-1%	-1%	1%	-7%	-5%	-2%
14	Cc1coc2c(C)c3oc(=O)c(CCC(=O)N4CCC(C(=O)NCCCC(=O)O)(c5ccccc5)CC4)c(C)c3cc12	4%	3%	-1%	-3%	-2%	1%	4%	1%	-5%	-27%	-1%
15	O=C(CC1Sc2ncnn2C1=O)Nc1ccc(Br)cc1 (stereo not drawn)	-2%	0%	-18%	u	-4%	25µM*	u	-3%	u	11%	u
16	CCCCC(=O)Nc1ccc(NC(=O)C(C)C)cn1	19%	13%	27%	7%	5%	1%	1%	15%	18%	72%	-1%
17	O=c1[nH]cc(N=Cc2cc(Cl)cc(Cl)c2O)c(=O)[nH]1	-17%	2%	-4%	5%	1%	13µM*	12%	u	11µM*	-14%	-13%
18	COc1ccc(C(CNc2ccc(S(C)(=O)=O)cc2[N+](=O)[O-])N(C)C)cc1OC (stereo not drawn)	1%	0%	-3%	u	-2%	12%	2%	8%	-10%	0%	1%
19	c1ccc(-n2cccc2)c(N2CCCCC2)c1	28%	-3%	0%	-6%	-2%	1%	1%	3%	9%	-6%	-1%
20	NC(=O)COC(=O)CC12CC3CC(CC(C3)C1)C2	-1%	-1%	0%	8%	-1%	-4%	x	-3%	10%	5%	-4%
21	Cc1cc(OCC(=O)Nc2ccc(Br)cc2)cc2c1C(=O)CC(C)(C)O2	1%	-7%	-8%	x	-6%	0%	-3%	-1%	36%	-42%	-13%
22	COc1ccc([N+](=O)[O-])cc1NC(=O)C(C)Sc1nc(C)c(C)c(C)n1 (stereo not drawn)	3%	-2%	0%	u	-2%	-9%	-3%	-11%	13%	-32%	-1%
23	Cc1cc2ccccc2c(=O)n1CC(=O)NCC(=O)N1CCN(c2cccc(Cl)c2)CC1	-6%	2%	0%	3%	-2%	-10%	-6%	19%	19%	-29%	0%
24	CCOC(=O)Cc1csc(NC(=O)COc2ccc(C)c(C)c2)n1	5%	16%	u	-6%	30%	u	1%	2%	19%	-5%	u
25	CC(=O)n1c(=O)c2ccccc2c(=O)n1-c1ccccc1	49%[activator]	-4%	-2%	3%	-1%	14%	8%	-1%	-6%	-8%	2%
26	Cc1ccc(OCCN(C)C(=O)C2CCC(=O)N(CCCN3CCCC3=O)C2)cc1 (stereo not drawn)	-1%	0%	2%	-3%	-1%	6%	-2%	1%	-18%	-15%	-1%
27	Cc1nnsc1C(=O)N1CCCC(N2CCN(c3cccc(C(F)(F)F)c3)CC2)C1 (stereo not drawn)	-1%	4%	-10%	4%	4%	4%	-12%	-5%	u	-20%	4%
28	COc1ccc(C(C(=O)NC2CCCCC2)N(C(=O)c2sc(C)nc2C)c2ccccc2C)cc1 (stereo not drawn)	11%	0%	1%	-10%	3%	-10%	-10%	-6%	2%	-33%	8%
29	C=CCn1c(=O)c2c(nc3n2CC(C)CN3Cc2ccccc2)n(C)c1=O (stereo not drawn)	18%	-4%	-1%	-3%	0%	6%	-1%	-11%	1%	-2%	-1%
30	CCCCOC(=O)Cn1c2ccc(OC)cc2c2nc3ccccc3nc21	12%	4%	u	4%	-3%	14%	-2%	-6%	4%	5%	1%
31	COC(=O)N/N=C/c1cc(Cl)cc(Cl)c1OCc1ccccc1F	16%	-3%	-5%	-6%	1%	-4%	0%	4%	3%	-23%	-5%
32	Cc1ccc(C2(C)NC(=O)N(CC(=O)Nc3ccc(Cl)c(S(=O)(=O)N4CCCCC4)c3)C2=O)cc1 (stereo not drawn)	x	-1%	-8%	x	-13%	x	-9%	-5%	x	-41%	-1%
33	CCS(=O)(=O)C1=NSC2=NC(=O)/C(=C\c3ccc(OS(=O)(=O)c4ccccc4)c(OC)c3)C(=N)N21	-6%	0%	-1%	14%	-1%	-5%	3%	20%	-17%	0%	u
34	O=C(CCCOc1ccc(Cl)cc1Cl)Nc1cccnc1	3%	-2%	1%	0%	-1%	7%	1%	-3%	u	4%	u
35	COc1ccc(NC(=O)CCS(=O)(=O)c2cccc3nonc23)cc1Cl	5%	-3%	3%	u	5%	14%	2%	-2%	-9%	-6%&0%	0%&-8%
36	CC(=O)Nc1ccc(OC(F)(F)C(F)C(F)(F)F)c(NC(C)=O)c1 (stereo not drawn)	9%	0%	-6%	-5%	1%	2%	2%	2%	19%	1%	6%
37	N#Cc1cnc(SCC(=O)N2CCCC2)nc1N	6%	7%	0%	0%	1%	-5%	4%	5%	-6%	3%	0%
38	CC(C)(C)NC(=O)CN(C(=O)C1CSC(=O)C1)c1ccccc1F (stereo not drawn)	-1%	-2%	13%	-4%	-5%	0%[10 µM]	-4%	1%	0%	27%	-1%
39	O=C(NC1CCC(O)CC1)C1CCN(S(=O)(=O)c2c(Cl)cccc2Cl)CC1 (stereo not drawn)	x	0%	-1%	x	1%	x	1%	9%	x	-6%	-2%
40	Cc1cccc(NC(=O)CCc2ccccc2)c1C	-3%	1%	0%	-1%	-2%	5%	-2%	0%	14%	9%	-4%
41	N#CC1(C#N)CC(C=O)=C(N)C1(C#N)CC(=O)c1ccc(F)cc1 (stereo not drawn)	-28%	1%	-2%	-8%	-1%	-1%	1%	13%	-20%	0%	1%

Source: PubChem BioAssay (National Center for Advancing Translational Sciences (NCATS))
